Assay outcomes deposited in PubChem BioAssay by The Scripps Research Institute Molecular Screening Center.
FBW7 activator – activators of human E3 ligase FBW7; AID 1259310; normalized activity (activation), % at 26.1 µM; 650,000 tested, 0.13% active; Q969H0; AlphaScreen FBW7–phospho-cyclin E peptide binding, activator screen; in the data active means normalized activity above about 1.9%;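 further: purified mutant Fbw7 with reduced substrate affinity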
MITF inh – human MITF inhibition, primary screen; AlphaScreen MITF homodimerization, bead proximity signal; inhibition, % at 2.6 µM; 650,000 tested, 0.91% active; in the data active means inhibition above about 50%;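 further: 0% = vehicle wells with protein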
Target sequence (O75030 whole entry, looked up): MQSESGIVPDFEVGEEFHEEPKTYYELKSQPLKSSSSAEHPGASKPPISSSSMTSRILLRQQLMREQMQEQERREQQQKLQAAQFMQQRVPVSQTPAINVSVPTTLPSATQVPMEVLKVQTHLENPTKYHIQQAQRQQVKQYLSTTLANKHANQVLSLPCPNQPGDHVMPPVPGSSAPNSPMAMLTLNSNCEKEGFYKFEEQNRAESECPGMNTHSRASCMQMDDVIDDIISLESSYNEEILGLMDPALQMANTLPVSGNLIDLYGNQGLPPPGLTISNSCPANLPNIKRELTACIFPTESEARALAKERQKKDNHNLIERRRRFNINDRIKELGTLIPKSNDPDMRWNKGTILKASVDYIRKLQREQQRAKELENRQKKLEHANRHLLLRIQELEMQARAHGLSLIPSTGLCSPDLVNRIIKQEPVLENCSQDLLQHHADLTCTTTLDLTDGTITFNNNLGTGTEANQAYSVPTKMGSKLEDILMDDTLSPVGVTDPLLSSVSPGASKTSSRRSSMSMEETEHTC
GPR151 ag – activates the human receptor GPR151 | Q8TDV0 | PathHunter beta-arrestin GPR151 cells, luminescence | activation, % at 11.2 µM | 650,000 tested, 1% active; in the data active means activation above about 4.9%;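 further: 0% = median of compound wells and 100% = cells with positive control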
Target sequence (Q8TDV0 whole entry, looked up): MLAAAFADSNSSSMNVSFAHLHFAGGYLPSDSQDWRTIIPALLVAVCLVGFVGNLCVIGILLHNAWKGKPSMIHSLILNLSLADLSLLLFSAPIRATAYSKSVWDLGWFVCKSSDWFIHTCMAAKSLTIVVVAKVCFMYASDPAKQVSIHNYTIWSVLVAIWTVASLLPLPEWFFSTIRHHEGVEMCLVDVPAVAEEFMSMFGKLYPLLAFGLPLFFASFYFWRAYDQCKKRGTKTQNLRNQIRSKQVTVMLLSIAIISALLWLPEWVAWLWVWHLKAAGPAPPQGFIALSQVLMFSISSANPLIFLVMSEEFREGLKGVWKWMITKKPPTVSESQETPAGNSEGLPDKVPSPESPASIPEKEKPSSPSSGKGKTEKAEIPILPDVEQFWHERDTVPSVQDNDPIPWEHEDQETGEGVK
TEAD-YAP inh – TEAD-YAP interaction inhibition | HEK-TIYL cells, TEAD-Gal4/YAP UAS-luciferase luminescence | inhibition, % at 9.12 µM | 640,000 tested, 1.4% active | AID 1259422; in the data active means inhibition above about 32%;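 further: 0% = median of test compound wells and 100% = reference inhibitor wells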
An asterisk follows results filed as active; nt = not tested or not shown.

Values in the order: FBW7 activator	MITF inh	GPR151 ag	TEAD-YAP inh
> CCc1nc(-n2nc(-c3ccccc3)cc2-c2ccccc2)n[nH]1
    0.2	7	0.4	-2
> CCOC(=O)C1=C(C)N(C)C(=O)NC1c1cccc(F)c1 (centres undefined)
    0.0	-9	0.3	1
> CC1=C(C)CC2C(=O)N(c3ccc(N4CCCCC4)cc3)C(=O)C2C1 (centres undefined)
    -0.1	-6	-0.5	2
> C=CCN1C(=O)/C(=c2\sc3nc(-c4ccccc4OC(C)=O)nn3c2=O)c2ccccc21
    -0.1	-9	-0.3	-7
> COC(=O)c1ccccc1Nc1nc(C)nc2c1nnn2Cc1ccccc1
    -0.1	6	-0.4	-2
> Cc1cc(C)cc(Nc2nc(N3CCCC3)nc(N3CCCC3)n2)c1
    -0.2	-17	1.3	-12
> COc1cc(/C=C(\C#N)C(N)=S)ccc1OCC(N)=O
    -0.1	9	-1.2	9
> Nc1c(C(=O)OCC(=O)NCc2ccc3c(c2)OCO3)[nH]c(=O)[nH]c1=O
    -0.4	9	0.3	-6
> O=C(OCC(=O)N1CCc2ccccc21)c1ccc([N+](=O)[O-])o1
    0.0	-1	0.1	21
> CC(C)(C)NC(=O)COc1ncnc2c(Cl)cc(Cl)cc12
    -0.2	-4	1.6	-3
> CC1Cc2ccccc2N1CC(=O)NC(=O)NC1CCCCC1 (centres undefined)
    -0.1	3	2.3	-4
> COc1cc([N+](=O)[O-])ccc1N=Cc1c(O)n(C)c(=O)n(C)c1=O
    0.1	16	0.8	-6
> CCCCC(CC(O)COCCC)C(=O)NNC(=S)Nc1ccccc1 (centres undefined)
    -0.4	-4	-0.7	-25
> CS(=O)(=O)N(CC(=O)NCc1ccncc1)c1cc(C(F)(F)F)ccc1Cl
    0.0	7	-1.1	-3
> CN(C)C(=O)N1CCC(C(=O)NCc2ccc(F)cc2)CC1
    -0.3	-3	0.1	11
> CCOC(CCNC(=O)c1oc(=O)c2ccccc2c1-c1ccccc1)OCC
    0.0	-1	0.7	-5
> CC(C)C(=O)N1CCN(c2ccc(NC(=O)COc3ccccc3[N+](=O)[O-])cc2)CC1
    0.2	9	-0.4	50*
> O=C(CCN1C(=O)c2ccccc2C1=O)N(Cc1ccccc1)Cc1ccccc1
    0.2	3	-0.2	16
> CCOC(=O)C(=NNc1cccc(Br)c1)C(=O)OCC
    0.0	3	-2.2	-3
> COc1cccc(-c2nc(C(N)=O)c3[nH]c(=O)n(-c4ccccc4OC)c3n2)c1
    1.2	13	1.7	0
> COc1cccc(/C=N/NC(=O)CC2(C)OCCO2)c1OC
    0.2	15	-1.1	10
> CCC(=O)N1CCN(c2ccc(Cl)cc2NC(=O)c2ccc3c(c2)OCCO3)CC1
    0.0	-5	0.4	13
> CCCOc1c(Br)cc(C(=O)O)cc1OC
    0.2	14	0.0	6
> OCCN1c2ccccc2Sc2ccccc21
    0.0	2	0.5	-1
> Cc1c(Cl)ccc2c1=NC(=O)C=2c1sc(=S)n(N)c1O
    0.1	7	-0.6	7
> CC(Oc1ccccc1)C(=O)NCc1nc(-c2ccccc2)no1 (centres undefined)
    0.1	9	2.2	2
> CC(C)(C)c1ccccc1OCCCN1CCNCC1
    -0.3	60*	-0.6	-15
> CCCCCC/C=C/[C@H]1C2CC(N=N2)[C@@H]1C/C=C\CCCC(=O)O (some centres undefined)
    nt	-1	0.9	nt
> COC(=O)c1cc(N2CCNCC2)nc2ccccc12
    0.0	-6	-1.6	4
> Cc1ccc(N)cc1NC(=O)CSc1nnc(-c2cccnc2)n1-c1ccccc1
    0.1	4	0.6	4
> COc1ccc(CN(C)C2CCN(C)CC2)cc1C
    -0.1	8	4.4	-5
> O=S(=O)(O/N=C1\CCCc2sc(Cl)cc21)c1ccccc1
    0.1	14	-0.6	-4
> CCN(CC)c1ccc(C2C(C(=O)OC3CCCCC3)=C(C)NC3=C2C(=O)CC(c2ccc(OC)cc2)C3)cc1 (centres undefined)
    0.7	1	-1.5	-6
> CN(C)c1cccc(CNC2CCN(Cc3ccccc3S(C)(=O)=O)CC2)c1
    -0.3	-5	-0.7	2
> CCOc1cc(C(=S)N2CCOCC2)ccc1OC(=O)c1cccc(C)c1
    -0.5	-5	0.6	9
> CCCN(C(=O)[C@H]1[C@@H]2C[C@@H]3[C@H]1C(=O)O[C@@H]3C2)c1ccccc1OCC
    0.1	3	0.7	13
> CCOC(=O)CS(=O)(=O)c1ccc(C(=O)N2CCOCC2)cc1[N+](=O)[O-]
    -0.1	4	-1.1	-6
> CCOC(=O)c1c(C)n(C)c2ccc(OCC(O)CNc3ccc(OCC)cc3)cc12 (centres undefined)
    0.2	15	0.5	-28
> CCCCOC(=O)C(C)Oc1ccc2c(=O)c(-c3ccc(Cl)cc3)coc2c1 (centres undefined)
    -0.1	6	-0.3	-33
> CCOC(=O)C1CCC(CN(Cc2ccc(Cl)cc2)S(=O)(=O)c2ccc3c(c2)OCCO3)CC1 (centres undefined)
    0.3	-5	-0.2	-10
> Cc1sc2nc(C3CC3)nc(SCC(=O)NC3CCCC3)c2c1C
    -0.1	9	-0.6	6
> COc1ccc(OC)c(NC(=O)Nc2cccc3ccccc23)c1
    -0.1	-3	-0.8	-9
> COc1ccc(CNC(=O)CCSCCC(=O)NCc2ccc(OC)cc2)cc1
    -0.1	-6	0.0	10
> CCOC(=O)N1CCN(C(=O)CCCNC(=O)Cn2cnc3sc(C)c(C)c3c2=O)CC1
    0.1	13	-0.5	3
> NC(=O)c1ccccc1NC(=S)NC(=O)c1ccccc1
    -0.1	-22	-3.8	-69
> CC(C)(O)c1nnn(-c2ccccc2)c1C(F)(F)F
    0.0	13	-0.1	0
> NC(C(=O)N1CCC(Oc2ccc3cnccc3c2)CC1)c1ccc(Br)cc1 (centres undefined)
    -0.5	19	-1.1	9
> Cc1sc2ncnc(SCC(=O)Nc3cncs3)c2c1C
    -0.1	11	-1.0	0
> CC(C)n1c(N2CCN(c3ccccn3)CC2)nc2c(N)ncnc21
    0.1	2	0.2	-4
> CC(=O)c1cccc(NC(=O)c2cc(C(C)C)on2)c1
    0.0	5	-0.3	-75

(next part)
Values in the order: FBW7 activator	MITF inh	GPR151 ag	TEAD-YAP inh
> O=C(NC1CC1)c1cccc(Br)c1
    -0.2	-8	-0.5	-4
> N#Cc1ccc(Oc2ccc(N3C(=O)c4ccc(Oc5ccc(C(=O)O)cc5)cc4C3=O)cc2)cc1
    -0.1	-13	-1.2	6
> COc1ccc(-c2nc(C)c(CCNC(=O)c3cccc(OC)c3)s2)cc1
    0.1	1	0.6	-14
> CCOc1ccc(/C=C(\C#N)c2[nH]nc(N)c2C#N)cc1OC
    -0.1	5	5.6*	-12
> CCOc1ccccc1OCC(=O)Nc1ccc([N+](=O)[O-])cc1OC
    0.0	-3	2.7	-4
> Cc1cc(Cl)ccc1N=Cc1nc(-c2ccccc2)oc1O
    0.1	17	-2.8	6
> CC1(c2ccc(Cl)cc2)CC(C)(C)N(C(=O)CN2C(=O)c3cccc4cccc(c34)C2=O)c2ccccc21 (centres undefined)
    0.2	3	1.0	4
> C=CCn1c(SCC(=O)NC23CC4CC(CC(C4)C2)C3)nc2scc(-c3ccc(C)cc3)c2c1=O
    0.1	12	-0.1	-3
> Cc1ccc(C(=O)CSc2nnc(C3CC3)n2C)cc1
    0.1	7	-0.1	-12
> COCCN1CCC(CN(C)Cc2nc(N)c3cc(OC)c(OC)cc3n2)CC1
    -0.1	5	0.7	4
> O=C1c2cc(Cl)c(Cl)cc2C(=O)N1c1cccc([N+](=O)[O-])c1
    0.1	8	-0.7	-4
> CC(c1ccccc1)c1nnc(NC(=O)c2cccc(Cl)c2)s1 (centres undefined)
    0.1	-4	0.8	2
> NC(=O)c1ccc(-c2ccc(C(=O)NCCO)s2)cc1
    0.1	3	0.3	2
> Nc1ccc(/C=C/c2cccc(C(=O)O)n2)cc1
    -0.6	16	-3.6	-80
> O=P(c1ccccc1)(c1ccccc1)C(O)c1cccnc1 (centres undefined)
    0.5	16	-0.5	9
> Cc1cc(C)cc(NC(=O)C2C3C=CC(C3)C2C(=O)O)c1 (centres undefined)
    -0.2	4	1.1	1
> CCCCOc1cccc(NC(=O)c2ccc([N+](=O)[O-])c(C)c2)c1
    -0.1	11	2.1	-23
> O=C(C1CC12CCN(C1Cc3ccccc3C1)CC2)N1CCc2ccccc2C1 (centres undefined)
    -0.2	5	-0.4	-3
> O=C(NCc1ccccc1)C1CCN(c2ccc(Nc3ccc(N4CCOCC4)cc3)nn2)CC1
    0.0	1	2.1	-3
> CCOC(=O)C1=C(c2ccccc2)NC(=S)NC1c1cc(C(C)C)c(OC)cc1C (centres undefined)
    -0.1	16	-0.4	-4
> C[C@H](O)[C@H]1NC(=O)[C@@H]2C[C@H](NCc3cc4ccccc4s3)CN2C1=O
    0.0	-4	0.7	-6
> O=S(=O)(Cc1ccc(Cl)cc1)N1CCCC1
    0.0	0	2.3	2
> COc1cc2cc(C(N)=O)c(N)nc2cc1OC
    0.1	12	-1.1	6
> CCOc1ccccc1Nc1sc(C(=O)c2ccc(Cl)c(Cl)c2)c(N)c1C#N
    -0.7	12	1.0	-22
> CN(C(=O)c1ccc(N2C(=O)C3C4C=CC(C4)C3C2=O)cc1)C1CCCCC1 (centres undefined)
    -0.1	9	1.8	3
> CCc1ccc(C2C(C#N)=C(C)NC(C)=C2C#N)cc1
    0.3	-2	0.8	1
> CC(C)(C)c1ccc(C2Oc3ccccc3C3CC(c4ccccc4)=NN32)cc1 (centres undefined)
    0.2	0	-1.9	-39
> C1=C=CC(OCCOc2ccc(/C=N/n3cnnc3)cc2)=CC=1
    0.0	-9	0.3	-3
> CCOC(=O)C1=C(C)NC2=C(C(=O)CC(c3cccs3)C2)C1c1cc(Br)ccc1F (centres undefined)
    0.0	10	-0.4	16
> O=C(CN1C(=O)N2CCN=C2c2ccccc21)N1CCCc2ccccc21
    0.1	0	-0.6	4
> Nc1ccc2c(c1)C(=O)N(c1ccc(Oc3ccc(N4C(=O)c5ccc(N)cc5C4=O)cc3)cc1)C2=O
    0.0	2	0.9	5
> COc1ccc2c(c1)-c1c(ssc1=S)C(C)(C)N2C(=O)CSC(=S)N1CCCCC1
    -0.2	8	1.0	10
> Cc1ccc(OCc2nnc(N)s2)cc1
    0.1	9	0.1	-7
> COc1ccccc1C(=O)Nc1ccc(-c2nc3cc(C)cc(C)c3o2)cc1
    0.1	-12	1.1	-10
> CCN(Cc1ccncc1)C(=O)CC1C(=O)NCCN1CC1CCCCC1 (centres undefined)
    0.0	11	0.2	14
> COc1ccc(S(=O)(=O)Nc2ccc(S(=O)(=O)Nc3cccc(C)c3)cc2)cc1
    -0.1	-4	-0.7	-4
> CN(Cc1ccco1)S(=O)(=O)c1ccc2[nH]cc(C(=O)O)c(=O)c2c1
    -0.1	54*	0.8	-1
> COc1ccccc1NS(=O)(=O)c1ccc(NC(C)=O)cc1
    -0.1	3	0.4	3
> Cc1ccc2nc(NC(=O)CSc3nc(C)cc(=O)[nH]3)sc2c1
    -0.1	2	-3.3	21
> O=C1SC(c2cc(I)ccc2Cl)=N/C1=C/c1ccco1
    0.0	5	1.7	-3

Reprinted from the part before: 6 entries, then new ones.
Values in the order: FBW7 activator	MITF inh	GPR151 ag	TEAD-YAP inh
> CCN(Cc1ccncc1)C(=O)CC1C(=O)NCCN1CC1CCCCC1 (centres undefined)
    0.0	11	0.2	14
> COc1ccc(S(=O)(=O)Nc2ccc(S(=O)(=O)Nc3cccc(C)c3)cc2)cc1
    -0.1	-4	-0.7	-4
> CN(Cc1ccco1)S(=O)(=O)c1ccc2[nH]cc(C(=O)O)c(=O)c2c1
    -0.1	54*	0.8	-1
> COc1ccccc1NS(=O)(=O)c1ccc(NC(C)=O)cc1
    -0.1	3	0.4	3
> Cc1ccc2nc(NC(=O)CSc3nc(C)cc(=O)[nH]3)sc2c1
    -0.1	2	-3.3	21
> O=C1SC(c2cc(I)ccc2Cl)=N/C1=C/c1ccco1
    0.0	5	1.7	-3
> Cc1csc(SCC(=O)N2CCC3(CC2)CC3C(=O)NCc2cccs2)n1 (centres undefined)
    0.1	-3	0.2	-7
> CC1CCCC(NC(=O)C2N(Cc3ccccc3Cl)C(=O)C3C(C(=O)Nc4cccc(Cl)c4)C4C=CC32O4)C1C (centres undefined)
    0.0	4	-0.7	-2
> COc1ccc(/C=C2\OC(=O)c3c2cc(C)[nH]c3=O)cc1
    0.0	-1	-0.6	-44
> COc1ccccc1Nc1cc(N2CCCCCC2)c2nonc2c1[N+](=O)[O-]
    0.2	-3	0.9	9
> CCCN1CCN(C(=O)c2cccc(OC3CCN(CC(C)(C)C)CC3)c2)CC1
    -0.1	8	-0.9	2
> C=CCN(CC=C)C(=S)Nc1ccc(S(N)(=O)=O)cc1
    -0.1	3	0.2	-2
> CCOC(=O)CSc1nnc(N)s1
    0.0	14	-1.1	6
> O=C1CCN(C(=O)c2ccc3nc[nH]c3c2)CCN1Cc1ccc2ccccc2c1
    0.0	-4	-0.4	-10
> CCOc1ccc(-n2c(CNC(=O)c3ccco3)nnc2SCC(=O)N2N=C(c3ccc(OC)cc3)CC2c2ccc(C)cc2)cc1 (centres undefined)
    0.1	0	1.3	8
> CCCCC(CCC(=O)Nc1cccc(C(=O)O)c1)(C(=O)OCC)C(=O)OCC
    -0.1	-11	1.7	1
> Cc1nnc(SCC(=O)Nc2ccc3c(c2)OCO3)o1
    0.1	7	-0.5	-2
> Cc1ccc2c(c1)C(=O)C(=O)N2Cc1ccccc1Cl
    -0.7	-4	-1.2	2

Compounds were not picked by outcome. Share with any hit: about 3.4%.
